MEP2-GFP yeast: alters MEP2-GFP fluorescence in TOR pathway yeast screen | S. cerevisiae MEP2-GFP strain, flow cytometry GFP, 3 h; 100% = DMSO control level | GFP response vs DMSO, % at 10 µM | hit rate 0.51% among 330,000;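 active = GFP response versus DMSO above a set limit, roughly screen mean plus 3 SD, cut at about 180% in these data; inconclusive = fewer than 70 cells counted for a yeast strain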;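 also: median GFP fluorescence of the barcode-gated MEP2-GFP cells per well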
LAP4 TOR yeast: alters LAP4-GFP fluorescence in TOR pathway yeast screen | GFP response vs DMSO, % at 10 µM | hit rate 0.34% among 320,000 | S. cerevisiae LAP4-GFP multiplex, flow cytometry GFP, 3 h; median GFP as percent of DMSO wells;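 active = GFP response vs DMSO above a set limit, about the screen mean plus 3 SD, cut at about 150% in these data; inconclusive = under 70 cell events counted for the yeast strain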
RPL19A TOR yeast: alters RPL19A-GFP fluorescence in TOR pathway yeast screen; S. cerevisiae RPL19A-GFP strain, flow cytometry, 3 h; stronger effect = lower value; percent response vs DMSO, % at 10 µM; hit rate 0.3% among 330,000; AID 2025;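 active = percent response vs DMSO below 50%; inconclusive = fewer than 70 events counted for the yeast strain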;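 also: median channel GFP fluorescence of the barcoded RPL19A-GFP strain; ratio of sample median GFP to plate DMSO average so 100% = DMSO; lower means less RPL19A-GFP as with rapamycin TOR inhibition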
GRK2 aptamer HTS: blocks RNA aptamer binding to human GRK2. bead flow cytometry, FAM-aptamer displacement from GRK2. inhibition of aptamer binding, % at 10 µM. hit rate 0.59% among 330,000. AID 488847;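 active = inhibition of aptamer binding above 40%, roughly 3 SD of noise, on plates passing a quality check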;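 also: median bead fluorescence of bound FAM aptamer so fluorescent compounds give negative values; no value below 0 was filed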
Target sequence (P25098 whole entry, looked up): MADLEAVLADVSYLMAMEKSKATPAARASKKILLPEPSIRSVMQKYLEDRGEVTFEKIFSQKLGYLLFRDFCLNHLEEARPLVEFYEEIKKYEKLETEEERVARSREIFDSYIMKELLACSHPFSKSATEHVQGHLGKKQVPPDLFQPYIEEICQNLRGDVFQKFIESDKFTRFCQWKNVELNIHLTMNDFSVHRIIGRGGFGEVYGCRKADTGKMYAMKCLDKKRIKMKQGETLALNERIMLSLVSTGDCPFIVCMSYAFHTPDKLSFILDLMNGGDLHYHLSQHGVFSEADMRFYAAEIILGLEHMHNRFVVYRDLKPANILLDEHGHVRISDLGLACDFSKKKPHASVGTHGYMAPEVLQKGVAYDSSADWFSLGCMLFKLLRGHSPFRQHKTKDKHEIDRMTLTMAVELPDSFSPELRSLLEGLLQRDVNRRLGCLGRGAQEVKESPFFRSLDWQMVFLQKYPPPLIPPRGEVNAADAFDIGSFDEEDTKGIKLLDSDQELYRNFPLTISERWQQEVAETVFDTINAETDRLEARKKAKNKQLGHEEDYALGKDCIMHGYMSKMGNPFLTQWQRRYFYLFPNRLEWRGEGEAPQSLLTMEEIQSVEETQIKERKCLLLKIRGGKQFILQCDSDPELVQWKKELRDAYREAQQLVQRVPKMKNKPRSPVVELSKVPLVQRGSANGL
AGP1-GFP MLPCN: modulators of TOR pathway AGP1-GFP in S. cerevisiae; S. cerevisiae AGP1-GFP multiplex flow cytometry, 3 h; GFP as percent of DMSO wells; GFP response vs DMSO, % at 10 µM; hit rate 0.02% among 320,000;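 active = GFP response relative to DMSO above a set limit, near screen average plus 3 SD, cut at about 150% in these data; inconclusive = fewer than 70 cells counted for the yeast strain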;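 also: median GFP channel fluorescence of the gated AGP1 strain per well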
VLA-4 inh: inhibition in a human VLA-4 binding assay | P13612 | VLA-4 expressing cells, ligand binding flow cytometry | inhibition, % (about 7 µM as worked out from the volumes in the protocol) | hit rate 0.2% among 330,000 | AID 2557; in the data active = inhibition above about 50%
CIT2 TOR yeast: modulators of TOR pathway CIT2-GFP in S. cerevisiae. GFP response vs DMSO, % at 10 µM. S. cerevisiae CIT2-GFP strain, flow cytometry, 3 h; 100 means same as DMSO wells. hit rate 0.065% among 320,000. AID 2029;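 active = GFP response relative to DMSO above a set limit, near the screen mean plus 3 SD, cut at about 150% in these data; inconclusive = Fewer than 70 cells measured for a yeast strain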;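 also: ratio of well median GFP fluorescence to mean of DMSO wells on the plate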
JMJD2C inh: blocks human GASC-1 demethylase activity; GST-JMJD2C(1-420) H3K9me3 demethylation, DELFIA europium; inhibition, % at 2.35 µM; hit rate 0.069% among 330,000;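 active = more than half of a compound's replicate wells show inhibition beyond 50%, single wells judged on their own value; inconclusive = some, but no more than half, of replicates pass 50% inhibition; inactive = no replicate passes 50% inhibition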;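 also: signal counts dimethyl H3K9 product captured on neutravidin plate; 0% = median of DMSO wells and 100% = 0.3 times that DMSO median; strong numbers were not always called active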
* = called active by the depositor; ? = inconclusive; . = not tested or not shown; [ ] = remark or other dose.

#1 O=C(N/N=C/c1cc(Cl)cc([N+](=O)[O-])c1O)c1ccccc1NS(=O)(=O)c1cccs1
#2 Cn1cc(C(=O)N/N=C/c2cccs2)c2ccccc21
#3 COc1ccc(CCNC(=O)Nc2cccs2)c(OC)c1
#4 O=c1c2ccccc2[nH]c(=S)n1Cc1ccccc1
#5 O=C(CSc1ccccn1)Nc1nc2ccccc2s1
#6 CN(C)C(CNC(=O)Cc1cccc(C(F)(F)F)c1)c1ccco1 (stereo not drawn)
#7 NS(=O)(=O)c1ccc(N=Nc2c(O)c(C(=O)O)cc3ccccc23)cc1
#8 COc1ccc(/C(N)=N/OC(=O)Cc2ccccc2OC)cc1
Assay by compound,1,2,3,4,5,6,7,8
MEP2-GFP yeast,89,109,105,110,93,101,104,110
LAP4 TOR yeast,92,111,94,88,128,99,94,108
RPL19A TOR yeast,96,97,99,105,90,104,105,111
GRK2 aptamer HTS,3,0,0,4,0,4,1,3
AGP1-GFP MLPCN,95,97,96,100,93,95,97,107
VLA-4 inh,-4,-21,8,9,9,8,9,13
CIT2 TOR yeast,97,89,97,107,76,104,104,114
JMJD2C inh,2,-6,-11,-4,1,11,-16,-1

#9 c1ccc(N2CCN(c3ccc4nncn4n3)CC2)nc1
#10 COc1ccc(C)cc1NC(=O)COC(=O)c1ccc([N+](=O)[O-])o1
#11 CCOC(=O)CCc1c(C)nc2c(c(C)nn2C(C)(C)C)c1C
#12 O=C(CSc1nnc(COc2ccccc2)o1)c1ccccc1
#13 O=C(NCCOCc1ccc(Cl)cc1)c1ncn[nH]1
#14 CCOc1ccc2[nH]c3c(N4CCc5ccccc5C4)ncnc3c2c1
#15 COCCNC(=S)NNC(=O)c1cc(C2CC2)nc2ccccc12
#16 COC(=O)CN1C(=O)C2(C(C#N)=C(N)Oc3n[nH]c(-c4cccs4)c32)c2ccccc21 (stereo not drawn)
Assay by compound,9,10,11,12,13,14,15,16
MEP2-GFP yeast,95,104,101,97,96,91,110,87
LAP4 TOR yeast,100,137,100,94,92,112,82,88
RPL19A TOR yeast,99,80,105,99,98,95,110,94
GRK2 aptamer HTS,0,2,0,1,0,1,0,6
AGP1-GFP MLPCN,97,94,104,96,93,107,92,92
VLA-4 inh,-10,2,10,1,7,22,8,0
CIT2 TOR yeast,99,75,104,94,98,95,89,78
JMJD2C inh,0,2,9,-1,8,-25,0,29

#17 COc1cc(/C=C2/C(=N)N3N=C(CC(=O)N4CCOCC4)SC3=NC2=O)ccc1OCc1ccc(F)cc1
#18 COc1c(F)c(F)c(-c2csc(N)n2)c(F)c1F
#19 CCN(CC)CCCNC(=O)COc1ccc2oc3c(c2c1)CCCC3
#20 CC(CCN1C(Nc2ccccc2)=NC[C@@H]1C)c1ccccc1 (stereo partly drawn)
#21 NC(=S)N/N=C/c1ccccc1OCc1cccc(Cl)c1
#22 O=C(N/N=C/c1cc(Cl)cc([N+](=O)[O-])c1O)c1ccc2c(c1)OCO2
#23 Cc1ccc(S(=O)(=O)/C(C#N)=C/c2c(N3CC(C)OC(C)C3)nc3c(C)cccn3c2=O)cc1 (stereo not drawn)
#24 COc1ccc(CC(=O)NNc2ncnc3c2cnn3-c2ccc(C)cc2)cc1OC
Assay by compound,17,18,19,20,21,22,23,24
MEP2-GFP yeast,110,99,111,90,105,106,96,98
LAP4 TOR yeast,89,90,102,108,109,95,100,104
RPL19A TOR yeast,102,98,104,94,98,113,98,102
GRK2 aptamer HTS,2,5,0,3,2,0,4,1
AGP1-GFP MLPCN,96,102,108,78,69,105,102,101
VLA-4 inh,7,25,8,-3,23,-8,8,5
CIT2 TOR yeast,103,97,106,67,64,116,101,95
JMJD2C inh,-9,9,-17,-8,-13,8,5,14

#25 Cc1cc2nc(-c3ccc(NC(=O)C(C)C)cc3)oc2cc1C
#26 COc1ccccc1C(CNC(=O)CNC(=O)c1ccc(Cl)c(Cl)c1)N1CCCC1 (stereo not drawn)
#27 CCCCN(C)C(=O)C(Cc1ccccc1)NS(=O)(=O)c1ccc2c(c1)c(=O)n(C)c(=O)n2C (stereo not drawn)
#28 CCOC(=O)CN(C(=O)CNC(=O)c1ccco1)C(C(=O)NC1CCCCC1)c1cccnc1 (stereo not drawn)
#29 CS(=O)(=O)N(CC(=O)N1CCCC1)c1cc(Cl)ccc1Cl
#30 Cc1ccccc1NC(=O)CCCNC(=O)c1ccc(Cl)cc1
#31 CCC1S/C(=C(\C#N)C(=O)NCc2ccco2)N(c2ccc(F)cc2)C1=O (stereo not drawn)
#32 C=CCn1c(CSCc2ccc(F)cc2)n[nH]c1=S
Assay by compound,25,26,27,28,29,30,31,32
MEP2-GFP yeast,100,94,102,100,101,?,87,101
LAP4 TOR yeast,108,101,98,90,89,?,82,87
RPL19A TOR yeast,100,100,102,94,97,27*[may fluoresce violet],98,101
GRK2 aptamer HTS,0,0,4,1,0,1,2,6
AGP1-GFP MLPCN,96,102,103,95,95,?,84,91
VLA-4 inh,22,15,-17,-6,11,0,-13,-4
CIT2 TOR yeast,89,101,100,98,98,?,82,97
JMJD2C inh,2,6,5,-10,2,-11,5,4

#33 CCN(CC(=O)Nc1ccccc1C(F)(F)F)C(=O)c1ccc(=O)n(Cc2ccccc2)n1
#34 CCc1ccc(CNC(=O)C2CCN(S(=O)(=O)N3CCCC3)CC2)cc1
#35 CCOCCCn1c(=O)c2ccccc2n2c(=S)[nH]nc12
#36 CCCn1c(SCC(=O)N2CCN(c3ccccc3)CC2)nc2ccccc2c1=O
#37 COC(=O)N/N=C\c1cc2c(cc1Br)OCO2
#38 COc1cccc(NC(=O)NCCC2=CCCCC2)c1
#39 Cc1ccc(OCC(=O)Nc2cc(S(=O)(=O)N3CCOCC3)ccc2Cl)c([N+](=O)[O-])n1
#40 CCCCCCN1CC(O)=C(c2ccccc2)C1=N
Assay by compound,33,34,35,36,37,38,39,40
MEP2-GFP yeast,102,101,89,112,102,112,96,98
LAP4 TOR yeast,100,105,97,123,101,112,97,99
RPL19A TOR yeast,100,102,104,119,92,105,93,106
GRK2 aptamer HTS,0,0,7,1,0,5,3,4
AGP1-GFP MLPCN,98,106,99,118,94,106,97,105
VLA-4 inh,-1,10,1,-7,24,40,0,3
CIT2 TOR yeast,95,97,97,.,92,101,95,108
JMJD2C inh,5,-29,-11,-5,15,1,-7,-2

The closing 3 records of the part before come first, to join the parts:
#38 COc1cccc(NC(=O)NCCC2=CCCCC2)c1
#39 Cc1ccc(OCC(=O)Nc2cc(S(=O)(=O)N3CCOCC3)ccc2Cl)c([N+](=O)[O-])n1
#40 CCCCCCN1CC(O)=C(c2ccccc2)C1=N
#41 CC(NS(=O)(=O)c1ccccc1)C(c1cccs1)N1CCN(C)CC1 (stereo not drawn)
#42 Cn1c(=O)c(-c2cc(Br)ccc2N)nc2ccccc21
#43 COc1ccc(S(=O)(=O)/N=C2/NC(=O)/C(=C\c3cc(OC)c(OC)cc3[N+](=O)[O-])S2)cc1
#44 Cc1cc(C)c2nc(N3CCCC(C(=O)NCCN4CCOCC4)C3)sc2c1 (stereo not drawn)
#45 Cc1ccccc1NS(=O)(=O)c1cc(C(=O)N2CCCC2)ccc1Cl
#46 COc1ccc(CCNC(=O)CSc2ccc(-c3ccccc3)nn2)cc1OC
#47 Cc1ccc(NC(=O)COC(=O)CN2C(=O)COc3ccccc32)cc1
#48 Nc1nnc(SCC(=O)N2CCN(c3cccc(Cl)c3)CC2)n1-c1ccccc1
Assay by compound,38,39,40,41,42,43,44,45,46,47,48
MEP2-GFP yeast,112,96,98,100,95,102,?,100,104,99,108
LAP4 TOR yeast,112,97,99,101,97,104,?,100,104,107,106
RPL19A TOR yeast,105,93,106,98,98,99,?,101,100,101,103
GRK2 aptamer HTS,5,3,4,0,2,4,0,0,1,4,2
AGP1-GFP MLPCN,106,97,105,106,96,97,?,102,104,98,108
VLA-4 inh,40,0,3,11,-1,1,1,-13,31,6,12
CIT2 TOR yeast,101,95,108,99,88,97,?,104,96,90,104
JMJD2C inh,1,-7,-2,-8,9,-12,4,-4,8,-3,0

#49 O=C(O)CCC(=O)NCc1ccc(F)cc1
#50 CC1CCCC(NC(=O)COC(=O)Cc2c[nH]c3ccccc23)C1C (stereo not drawn)
#51 COc1ccc(/C=C(/C(=O)NCc2ccccc2)c2ccccc2)cc1
#52 Cc1ccc(-c2cc(=O)c3ccc(F)cc3[nH]2)cc1
#53 COc1ccc(CCn2ccc(O)c(Cc3c(F)cccc3Cl)c2=O)cc1OC
#54 Cc1ccc(S(=O)(=O)Nc2cc(C(F)(F)F)ccc2N2CCOCC2)c(C)c1
#55 O=c1[nH][nH]c(C(F)(F)F)c1/C=N/N1CCOCC1
#56 Cc1cc(C)c(NC(=O)COC(=O)CCc2ccc(S(=O)(=O)N3CCCCC3)cc2)c(C)c1
#57 COc1ccc(OC)c(C(=O)COC(=O)C(CCSC)NC(=O)COc2ccccc2)c1 (stereo not drawn)
#58 S=C(Nc1ccc(Br)cc1Cl)NC1CCN(Cc2ccccc2)CC1
#59 CCN(CC)C(=O)c1[nH]cnc1C(=O)Nc1cccc(C)c1
Assay by compound,49,50,51,52,53,54,55,56,57,58,59
MEP2-GFP yeast,107,108,105,90,92,92,103,103,100,103,91
LAP4 TOR yeast,107,99,103,107,116,99,92,95,103,106,98
RPL19A TOR yeast,101,98,104,102,99,97,104,104,101,99,90
GRK2 aptamer HTS,1,0,7,0,0,4,1,0,0,0,0
AGP1-GFP MLPCN,102,103,96,91,98,94,99,105,101,104,93
VLA-4 inh,2,7,-5,21,13,17,6,-1,10,6,9
CIT2 TOR yeast,105,106,102,101,96,95,100,100,104,98,96
JMJD2C inh,-20,18,33,13,1,15,-3,15,-3,2,3
